T cell HTS = T cell immune modulation candidate. calls only at 7 µM. 2C CD8+ T cell-vesicle binding, flow cytometry; hits give low values. AID 2052. actives 0.068% (n = 330,000);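 active = response, share of CD8 T cells binding vesicles, and their 90th percentile fluorescence all below set limits, cut at about 80% in these data, passing the limit was not always enough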
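Test system: purified 2C TCR transgenic mouse naive CD8+ T cells. Probe or stimulus: QL9-peptide-loaded Drosophila micro-vesicles bearing Ld, ICAM-1 and B7-1. Incubation: binding step 1.5 h, 37 °C, antibody labelling 20 min, ice. Measured by: flow cytometry of vesicle-bound cells.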
NTR1 agonist = agonists of NTR1, primary screen, imaging, U2OS cells, beta-arrestin-GFP, high content (AID 493036); actives 0.17% (n = 330,000); activation, % at 20 µM; P30989; NTR1-U2OS beta-arrestin-GFP spot imaging, agonist mode;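 active = activation at or above 40% of the spot to cytoplasm intensity ratio, with at least 20 cells analyzed; inconclusive = wells under 20 cells, flagged as cytotoxic or low count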;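 also: 0% = DMSO without peptide and 100% = 100 nM NTR1 peptide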
Target sequence (P30989 whole entry, looked up): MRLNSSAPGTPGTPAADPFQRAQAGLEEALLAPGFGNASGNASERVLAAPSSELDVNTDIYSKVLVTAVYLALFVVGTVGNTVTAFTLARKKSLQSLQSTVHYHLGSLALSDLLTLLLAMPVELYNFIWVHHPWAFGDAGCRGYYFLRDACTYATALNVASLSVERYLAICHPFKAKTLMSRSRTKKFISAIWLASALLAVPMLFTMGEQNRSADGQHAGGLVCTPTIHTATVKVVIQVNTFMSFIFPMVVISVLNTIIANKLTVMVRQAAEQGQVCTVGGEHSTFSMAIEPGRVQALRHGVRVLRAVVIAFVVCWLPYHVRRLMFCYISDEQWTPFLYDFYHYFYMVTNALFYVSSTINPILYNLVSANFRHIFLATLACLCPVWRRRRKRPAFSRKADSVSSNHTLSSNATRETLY
RSV antiviral HEp-2 = RSV antiviral activity via CPE protection, HEp-2 cells, primary 10 µM value included (AID 2391); actives 0.13% (n = 310,000); HEp-2 cells, RSV-induced CPE inhibition; higher % means a stronger effect; CPE inhibition, % at 10 µM, or IC50 in µM where a hit was titrated; in the data active = a potency from the dose series; inconclusive = CPE inhibition mostly from about 23% at the one dose, without a potency; inactive = the rest, 99 in 100 with CPE inhibition below about 21%; also: strong numbers were not always called active
MgcRacGAP inhibition = MgcRacGAP GTPase-activating activity inhibitors, confirmation, biochemical, ADP Hunter fluorescence. MgcRacGAP-stimulated Rac1 GTP hydrolysis, ADP Hunter fluorescence; higher % means a stronger effect; GST-tagged Rac1 F28L mutant substrate. actives 0.6% (n = 340,000). one-dose inhibition, % at 30 µM; IC50 in µM for titrated hits;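 active = first-screen hits whose inhibition reached a set limit at any dose in the follow-up dose series; inconclusive = inhibition above the set first-screen limit but never retested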;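 also: fluorescence reports GDP produced by GAP-driven GTP hydrolysis; strong numbers were not always called active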
NS5 inhibitors = flavivirus cap methylation enzyme inhibition – biochemical, confirmation dose response, primary screen (AID 588689); inhibition, % at 25 µM, or IC50 in µM where a hit was titrated; Dengue-2 NS5 methyltransferase capping enzyme assay, biochemical; higher % means a stronger effect; actives 0.3% (n = 340,000); in the data active = a potency from the dose series; inconclusive = inhibition above about 29% without an active follow-up result
West Nile virus CPE = West Nile virus antiviral activity, cell-based, CPE readout (AID 1621) | actives 0.02% (n = 290,000) | CPE inhibition, % at 10 µM; hits with a dose series show IC50 in µM | West Nile virus-infected cells, CPE inhibition; higher % means a stronger effect; in the data active = a potency from the dose series; inconclusive = CPE inhibition mostly from about 3.7% at the one dose, without a potency; inactive = the rest, 99 in 100 with CPE inhibition below about 2.2%; also: strong numbers were not always called active
Salmonella PhoP GFP = PhoP-dependent GFP reporter repression – Salmonella Typhimurium, primary screen (AID 1863). actives 0.16% (n = 300,000). S. Typhimurium PhoP-regulated promoter GFP reporter, 4 h; higher % means a stronger effect. inhibition, % at 50 µM, or IC50 in µM where a hit was titrated;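 active = inhibition over 29.93%, a cutoff 3 SD above the screen mean, later confirmed by dose response; inconclusive = inhibition over 29.93% but no dose response follow-up; inactive = inhibition at most 29.93% or unconfirmed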;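 also: 0% = low Mg2+ inducing control and 100% = high Mg2+ repressing control; strong numbers were not always called active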
UTI89 phage lysis = protection from phage-mediated lysis, alamar blue read-out – E. coli UTI89, K1F phage, bacterial capsule biogenesis inhibitors (AID 488966); actives 0.02% (n = 340,000); inhibition, % at 100 µM, or IC50 in µM where a hit was titrated; E. coli UTI89 K1F phage lysis, alamar blue, 2 h; higher % means a stronger effect;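 active = phage lysis inhibition, versus mean bacterial control, above a set limit; inconclusive = no clear call, values can overlap the other calls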;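 also: capsule biogenesis inhibitors block K1F phage lysis so surviving cells raise fluorescence; higher fluorescence means more inhibition of phage lysis; actives were called in the ten point dose series up to 300 µM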
Large T inhibition = TAg ATPase/helicase activity blockers – biochemical (AID 1903); SV40 large T antigen ATPase/helicase inhibition assay; higher % means a stronger effect; actives 0.39% (n = 310,000); inhibition, % at 20 µM; hits with a dose series show IC50 in µM; in the data active = a potency from the dose series; inconclusive = inhibition mostly from about 32% at the one dose, without a potency; inactive = the rest, 99 in 100 with inhibition below about 32%; also: strong numbers were not always called active
T cell HTS vesicle-bound % = second read-out of T cell HTS, no call of its own (marks repeat the call); double positive events, %; measured here: CD8+ vesicle-bound cell fraction;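 binding gate set so that unloaded-vesicle control wells show 10% double positive cells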
NTR1 agonist cell count 20 µM = also measured in NTR1 agonist; calls as there; cell count; measured here: cell count, cytotoxicity flag
NS5 inhibitors pilot replicate = further read-out of NS5 inhibitors, marked with its call; inhibition, %; measured here: pilot screen replicate inhibition
The depositor's hits bear a star; [ ] = another dose, or the depositor's remark.

`CCc1ccc(N(CC(=O)NC(C)(C)C)C(=O)CNC(=O)c2cccs2)cc1` gave T cell HTS inactive, NTR1 agonist -0.8, RSV antiviral HEp-2 4.3%, MgcRacGAP inhibition 11%, NS5 inhibitors -2%, West Nile virus CPE -0.7%, Salmonella PhoP GFP 2%, UTI89 phage lysis -0.3%, Large T inhibition 9%, T cell HTS vesicle-bound % 17 and NTR1 agonist cell count 20 µM 55.
`CCN1C=C(Cc2ccc(F)cc2)C2=C(C1)C(c1ccc(F)cc1)C(C#N)=C(N)O2` (stereo not given) gave T cell HTS inactive, NTR1 agonist 3.7, RSV antiviral HEp-2 4.4%, MgcRacGAP inhibition -3%, NS5 inhibitors -22%, West Nile virus CPE -0.1%, Salmonella PhoP GFP -1%, UTI89 phage lysis 0.4%, Large T inhibition 10%, T cell HTS vesicle-bound % 33 and NTR1 agonist cell count 20 µM 51.
For Nn1c(SCC(=O)Nc2ccccc2)nnc(Cc2ccccc2)c1=O the results were T cell HTS inactive, NTR1 agonist 1.0, RSV antiviral HEp-2 1.8%, MgcRacGAP inhibition 6%, NS5 inhibitors -2%, Salmonella PhoP GFP 4%, UTI89 phage lysis 0.5%[50 µM], Large T inhibition 15%, T cell HTS vesicle-bound % 60 and NTR1 agonist cell count 20 µM 48.
Screening Cc1cc(C)nc(NC(=O)C(c2ccccc2)c2ccccc2)c1 returned T cell HTS inactive, NTR1 agonist 0.9, RSV antiviral HEp-2 5.0%, MgcRacGAP inhibition 7%, NS5 inhibitors -5%, West Nile virus CPE -0.9%, Salmonella PhoP GFP 8%, UTI89 phage lysis 4.0%, Large T inhibition -8%, T cell HTS vesicle-bound % 38 and NTR1 agonist cell count 20 µM 45.
Screening COc1ccc([C@H]2CC(=O)C=C(c3cccc(C(C)C)c3)C2)cc1 returned T cell HTS inactive, NTR1 agonist 3.2, RSV antiviral HEp-2 -0.9%, MgcRacGAP inhibition 1%, NS5 inhibitors 4%, UTI89 phage lysis 1.5%, T cell HTS vesicle-bound % 12 and NTR1 agonist cell count 20 µM 52.
Screening NC1=NC[C@H](Cc2ccccc2)N1CC1CCCCC1 returned T cell HTS inactive, NTR1 agonist -0.9, RSV antiviral HEp-2 1.2%, MgcRacGAP inhibition 1%, NS5 inhibitors 0%, West Nile virus CPE -0.1%, Salmonella PhoP GFP -2%, UTI89 phage lysis -0.2%, Large T inhibition 18%, T cell HTS vesicle-bound % 22 and NTR1 agonist cell count 20 µM 51.
Screening O=C(NCc1ccccn1)C(=O)Nc1nc(-c2ccccc2)cs1 returned T cell HTS inactive, NTR1 agonist 1.8, MgcRacGAP inhibition 5%, NS5 inhibitors -8%, West Nile virus CPE -0.4%, Salmonella PhoP GFP -5%, UTI89 phage lysis 0.8%, Large T inhibition 10%, T cell HTS vesicle-bound % 36 and NTR1 agonist cell count 20 µM 61.
`O=C(Cc1cccc2ccccc12)Nc1ccccc1` gave T cell HTS inactive, NTR1 agonist 0.8, RSV antiviral HEp-2 0.0%, MgcRacGAP inhibition 4%, NS5 inhibitors 2%, UTI89 phage lysis -0.1%, Large T inhibition 12%, T cell HTS vesicle-bound % 44 and NTR1 agonist cell count 20 µM 52.
`Cc1cc2c(cc1C)N(Cc1ccccc1)C1=NCCCN12` gave T cell HTS inactive, NTR1 agonist 0.5, RSV antiviral HEp-2 0.8%, MgcRacGAP inhibition 9%, NS5 inhibitors -8%, West Nile virus CPE -1.2%, Salmonella PhoP GFP -5%, UTI89 phage lysis 1.2%[50 µM], Large T inhibition 8%, T cell HTS vesicle-bound % 48 and NTR1 agonist cell count 20 µM 66.
Screening COc1ccc(Cc2nnc(NS(=O)(=O)c3ccc(NC(C)=O)cc3)s2)cc1 returned T cell HTS inactive, NTR1 agonist -1.0, RSV antiviral HEp-2 -0.2%, MgcRacGAP inhibition 7%, NS5 inhibitors -4%, West Nile virus CPE -0.5%, Salmonella PhoP GFP -4%, UTI89 phage lysis 0.4%, Large T inhibition 8%, T cell HTS vesicle-bound % 11 and NTR1 agonist cell count 20 µM 49.
CCCCc1ccc(NC(=O)CSc2nc(=O)n(CCN(C)C)c3c2CCC3)cc1 was read as T cell HTS inactive, NTR1 agonist 9.2, RSV antiviral HEp-2 15%, MgcRacGAP inhibition 1%, NS5 inhibitors 1%, Salmonella PhoP GFP -4%, UTI89 phage lysis 0.5%[50 µM], Large T inhibition 3%, T cell HTS vesicle-bound % 59 and NTR1 agonist cell count 20 µM 70.
For CCCc1cc(=O)[nH]c(SCC(=O)Nc2cc(C)on2)n1 the results were T cell HTS inactive, NTR1 agonist -1.2, RSV antiviral HEp-2 1.0%, MgcRacGAP inhibition 11%, NS5 inhibitors -3%, West Nile virus CPE 0.3%, Salmonella PhoP GFP -2%, UTI89 phage lysis 0.5%, Large T inhibition -3%, T cell HTS vesicle-bound % 52 and NTR1 agonist cell count 20 µM 74.
`CCOc1ccc(N2C(=O)C3CCCN3C2=S)cc1` (stereo not given) gave T cell HTS inactive, NTR1 agonist 1.7, RSV antiviral HEp-2 0.0%, MgcRacGAP inhibition 3%, NS5 inhibitors -8%, UTI89 phage lysis 1.1%[50 µM], T cell HTS vesicle-bound % 12 and NTR1 agonist cell count 20 µM 51.
For COc1ccc(-c2ncccc2OC(=O)C23CC4CC(CC(C4)C2)C3)cc1 the results were T cell HTS inactive, NTR1 agonist 6.3, RSV antiviral HEp-2 1.4%, MgcRacGAP inhibition 9%, NS5 inhibitors -2%, West Nile virus CPE -0.3%, Salmonella PhoP GFP 23%, UTI89 phage lysis -0.1%, Large T inhibition 15%, T cell HTS vesicle-bound % 15 and NTR1 agonist cell count 20 µM 77.
`Cc1ccc2cccc(SCC(=O)N3CCOCC3)c2n1` gave T cell HTS inactive, NTR1 agonist 1.8, RSV antiviral HEp-2 0.7%, MgcRacGAP inhibition 4%, NS5 inhibitors -3%, West Nile virus CPE 0.3%, Salmonella PhoP GFP 5%, UTI89 phage lysis 1.3%[50 µM], Large T inhibition -2%, T cell HTS vesicle-bound % 38 and NTR1 agonist cell count 20 µM 53.
CC(C)CN(C(=O)CSc1nc2ccccc2c(=O)n1C)C1CCS(=O)(=O)C1 (stereo not given) was read as T cell HTS inactive, NTR1 agonist 2.8, MgcRacGAP inhibition 7%, NS5 inhibitors -7%, UTI89 phage lysis 0.5%[50 µM], T cell HTS vesicle-bound % 40 and NTR1 agonist cell count 20 µM 41.
O=C(Cc1ccc([N+](=O)[O-])cc1)NCc1ccncc1 was read as T cell HTS inactive, NTR1 agonist -0.5, RSV antiviral HEp-2 1.4%, MgcRacGAP inhibition 5%, West Nile virus CPE -0.2%, Salmonella PhoP GFP 5%, UTI89 phage lysis 0.3%, Large T inhibition 20%, T cell HTS vesicle-bound % 58 and NTR1 agonist cell count 20 µM 37.
Cc1ccc(N2CC(C(=O)Nc3nnc(SCC(N)=O)s3)CC2=O)cc1 (stereo not given) was read as T cell HTS inactive, NTR1 agonist 0.4, RSV antiviral HEp-2 0.2%, MgcRacGAP inhibition 13%, NS5 inhibitors -4%, West Nile virus CPE 0.1%, Salmonella PhoP GFP -1%, UTI89 phage lysis 0.2%, Large T inhibition 5%, T cell HTS vesicle-bound % 69 and NTR1 agonist cell count 20 µM 63.
`COc1ccccc1N=CC=C1OC(C)(C)C(C)(C)O1` gave T cell HTS inactive, NTR1 agonist 0.1, RSV antiviral HEp-2 -1.6%, MgcRacGAP inhibition 9%, NS5 inhibitors 3%, West Nile virus CPE -0.2%, Salmonella PhoP GFP -3%, UTI89 phage lysis -0.4%, Large T inhibition 5%, T cell HTS vesicle-bound % 56 and NTR1 agonist cell count 20 µM 63.
For COc1cccc(C(=O)Nc2cc(NC(=O)c3cccs3)ccc2C)c1 the results were T cell HTS inactive, NTR1 agonist 2.6, RSV antiviral HEp-2 10%, MgcRacGAP inhibition 8%, NS5 inhibitors -8%, West Nile virus CPE -0.7%, Salmonella PhoP GFP 1%, UTI89 phage lysis -0.1%, Large T inhibition 4%, T cell HTS vesicle-bound % 63, NTR1 agonist cell count 20 µM 40 and NS5 inhibitors pilot replicate 0.0.
Screening CCN1CCN(c2ncc(C(=O)Nc3cc(Cl)c(OC)cc3OC)c3ccccc23)CC1 returned MgcRacGAP inhibition 11%, NS5 inhibitors 1%, West Nile virus CPE 14%, Salmonella PhoP GFP 9%, UTI89 phage lysis 3.8% and Large T inhibition 4%.
`CC1=NOC(=O)/C1=C\c1ccc(-c2cc(Cl)ccc2Cl)o1` gave T cell HTS inactive, NTR1 agonist 44*, RSV antiviral HEp-2 1.4%, MgcRacGAP inhibition 13%, NS5 inhibitors -3%, West Nile virus CPE 0.1%, Salmonella PhoP GFP 14%, UTI89 phage lysis 0.2%, Large T inhibition 8%, T cell HTS vesicle-bound % 51 and NTR1 agonist cell count 20 µM 67*.
Cc1ccccc1-n1c(O)c(/C=N/N2CCCCC2c2cccnc2)c(=O)[nH]c1=O (stereo not given) was read as T cell HTS inactive, NTR1 agonist 0.0, RSV antiviral HEp-2 0.4%, MgcRacGAP inhibition -5%, NS5 inhibitors -23%, West Nile virus CPE -0.1%, Salmonella PhoP GFP -7%, UTI89 phage lysis -0.3%, Large T inhibition 0%, T cell HTS vesicle-bound % 55 and NTR1 agonist cell count 20 µM 85.
Screening COc1ccc(C(=O)NCCSCc2ccccc2C)cc1 returned T cell HTS inactive, NTR1 agonist -4.4, RSV antiviral HEp-2 12%, MgcRacGAP inhibition 6%, NS5 inhibitors -9%, West Nile virus CPE -0.7%, Salmonella PhoP GFP -7%, UTI89 phage lysis -0.2%, Large T inhibition -2%, T cell HTS vesicle-bound % 41 and NTR1 agonist cell count 20 µM 88.
COc1cccc(C(C(=O)NC2CCCCC2)N(C(=O)c2ccco2)c2ccccc2OC)c1 (stereo not given) was read as T cell HTS inactive, NTR1 agonist 0.2, RSV antiviral HEp-2 inconclusive, MgcRacGAP inhibition 6%, NS5 inhibitors 0%, West Nile virus CPE -0.4%, Salmonella PhoP GFP 6%, UTI89 phage lysis 0.3%, Large T inhibition 5%, T cell HTS vesicle-bound % 35 and NTR1 agonist cell count 20 µM 45.
